NR2E3 ag-1: agonists of human NR2E3 nuclear receptor. Q9Y5X4. CHO-S Gal4-NCOR/VP16-NR2E3 two-hybrid, luciferase. inhibition of corepressor binding, % at 3.98 µM. 0.35% of 360,000 active. AID 602229;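 active means inhibition above the mean of all tested compounds plus 3 SD, cut at about 70% in these data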;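 further: 0% = DMSO with NR2E3 transfected cells and 100% = cells lacking NR2E3 construct; higher means lower luciferase signal from less NR2E3 corepressor binding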
Target sequence (Q9Y5X4 whole entry, looked up, the tested form may be a part): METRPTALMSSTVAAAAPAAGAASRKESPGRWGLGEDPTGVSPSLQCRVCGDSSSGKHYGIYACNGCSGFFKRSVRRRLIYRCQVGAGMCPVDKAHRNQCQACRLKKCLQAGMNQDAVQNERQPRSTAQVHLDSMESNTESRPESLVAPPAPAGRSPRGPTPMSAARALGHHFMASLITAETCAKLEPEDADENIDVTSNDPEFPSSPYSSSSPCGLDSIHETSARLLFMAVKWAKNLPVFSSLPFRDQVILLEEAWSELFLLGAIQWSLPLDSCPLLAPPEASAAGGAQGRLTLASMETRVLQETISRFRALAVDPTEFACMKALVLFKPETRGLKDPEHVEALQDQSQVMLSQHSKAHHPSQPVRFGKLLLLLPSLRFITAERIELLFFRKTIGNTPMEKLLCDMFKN
CF NFkB block: inhibitors of cystic fibrosis induced NF-kB; KKLEB NF-kB-GFP reporter, PAF-induced, GFP fluorescence overnight; inhibition, % at 5 µM; 0.86% of 360,000 active; AID 588850;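 active means at least 50% inhibition at 5 µM, scaled per plate between neutral and stimulator controls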;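 further: PAF is a Pseudomonas aeruginosa culture filtrate used as stimulus; plate controls were PAF-stimulated DMSO wells for no effect and unstimulated DMSO wells for full effect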
Shn3 inh set2: inhibitors of Schnurri-3 3'UTR reporter in osteoblasts; Clone20 osteoblast Shn3 3'UTR firefly luciferase, 24 h; inhibition, % at 12.5 µM; 0.52% of 360,000 active;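 active means mean inhibition of at least 75% with every replicate also reaching 75%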;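 further: 0% = median of neutral control wells and 100% = pilot-screen positive control compound; some compounds past the cut are filed as inactive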
KKLEB cytotox: CF airway cell cytotoxicity counter-screen. 0.36% of 360,000 active. KKLEB CF airway cells viability, ATPlite luminescence, overnight; active compounds read low; cells stimulated with P. aeruginosa culture filtrate. activity change (cytotoxicity), % at 5 µM. AID 602141;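 active means corrected activity change at or below -50% at 5 µM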
MITF TRPM1 inh: inhibitors of MITF-driven TRPM1 promoter in melanoma cells. AID 488899. 0.83% of 330,000 active. SK-MEL-5 TRPM1 promoter luciferase, 24 h. inhibition, % at 12.5 µM;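 active means mean inhibition across replicates of 60% or more, whatever share of single replicates reaches that level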; further: values of inactives mirror those of a sister screen read the other way
hiPSC survival: enhancers of human iPSC single-cell survival; AID 602274; survival enhancement, % at 20 µM; hiPSC single-cell survival, ATPlite luminescence; 100% = ROCK inhibitor wells, 0% = DMSO; 0.044% of 360,000 active; in the data active means survival enhancement above about 18%;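 further: cells exposed to compounds for 16 hours before the ATP read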
TWEAK-Fn14 inh: blocks TWEAK-Fn14 interaction in a reporter cell assay. TWEAK-stimulated Fn14 reporter cells, luciferase luminescence, 8 h. inhibition, % at 10 µM. 2% of 360,000 active; in the data active means inhibition above about 50%
Peg3 prom inh: inhibitors of Peg3 promoter. inhibition, % at 20 µM. 1.7% of 360,000 active. AID 588405. HeLa PEG-Prom luciferase reporter, luminescence, overnight;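 active means inhibition of at least 50% at 20 µM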
aDG glyco act: alpha-DG glycosylation activation; AID 624168; 0.22% of 360,000 active; activation, % at 10 µM; Pro5-aDG cells, alpha-DG glycosylation AlphaScreen (IIH6); 0% Pro5, 100% B10-LARGE cell signal;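 active means activation of at least 8% versus controls, or a plate z-score of at least 8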;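 further: Pro5 are CHO cells carrying HIG-tagged alpha-DG that lacks glycosylation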
NR2E3 ag-2: activates human photoreceptor nuclear receptor NR2E3 | inhibition of corepressor binding, % at 4.78 µM | Q9Y5X4 | 0.12% of 320,000 active | GST-NR2E3/biotin-RetCOR TR-FRET, 1536-well | AID 2300;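 active means percent inhibition above the cutoff of mean plus 3 SD of all tested compounds, set per screening campaign, cut at about 20% in these data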;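 further: 0% = DMSO wells and 100% = biotin wells as full block of FRET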
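System: GST-tagged NR2E3 plus biotinylated RetCOR corepressor; Buffer or medium: pH 7.5 Tris-based buffer; Probe or stimulus: RetCOR corepressor, biotinylated, 7 nM; Doses: compound at 4.8 µM, single dose; Schedule: 5 h incubation at 4 °C; Technique: time-resolved FRET; Evaluation: percent inhibition of TR-FRET ratio; Replication: one well per compound, singlicate testing.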
HIF-2a block: HIF-2a inhibition; AID 624352; inhibition, % at 18.8 µM; 786-0 RCC cells HIF-2a reporter, luciferase luminescence, overnight; 0.72% of 360,000 active;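 active means inhibition of the luminescence signal of 40% or more relative to plate controls, in a single-dose primary screen at 18.75 µM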
Numbers without * were called inactive; / = no result given.

SMILES	NR2E3 ag-1	CF NFkB block	Shn3 inh set2	KKLEB cytotox	MITF TRPM1 inh	hiPSC survival	TWEAK-Fn14 inh	Peg3 prom inh	aDG glyco act	NR2E3 ag-2	HIF-2a block
CCOc1cc(/C=C2/N=C(C)C(C(=O)OC)=C2O)ccc1O	-18	-5	30	2	-5	-1.0	-3	13	-0.3	-5	8
COCCN1C(=O)c2oc3c(C)cc(C)cc3c(=O)c2C1c1cccc(O)c1 (stereo not drawn)	-17	4	7	-26	-3	-1.1	-21	12	-0.1	-3	8
COc1ccc(/C=C/C(=O)c2c(O)cc(C)oc2=O)c(OC)c1	-61	2	-106	-2	-8	-2.6	-17	-352	0.1	3	-236
CCN(C(=O)CN1CCN(c2ccccc2OC)CC1)c1c(N)n(Cc2ccccc2)c(=O)[nH]c1=O	-11	7	7	2	5	-0.6	1	-11	-0.1	-2	10
NC(=O)NOCc1ccc(F)cc1Cl	-30	-11	4	13	1	0.6	-7	11	-0.4	3	13
COc1ccc(CCCc2nnc(SCC(=O)Nc3cc(C)ccc3C)o2)cc1	-34	-2	9	9	-3	-4.7	-16	-17	0.1	1	2
Cc1ccc2c(c1)N(CC(=O)NC1CCC(C)CC1)C(=O)c1cccnc1O2 (stereo not drawn)	-42	-17	16	-15	-2	-1.0	5	4	0.0	2	3
COc1ccccc1C(=O)Nc1ccc(OC(C)C(=O)N2CCOCC2)cc1 (stereo not drawn)	-20	12	-1	-6	2	-0.3	7	4	0.2	4	-10
Cc1cc[n+](C2=C([O-])c3ccccc3C(=O)/C2=N\S(=O)(=O)c2cccs2)cc1C	13	-25	1	10	28	-2.1	22	-3	-0.1	-7	7
Cc1ccc(NC(=O)c2cc3nc(C)cc(C)n3n2)cc1	-117	-30	-14	0	-17	-1.7	26	-159	0.0	-4	-204
CCCn1cc(CN2CCC(n3nccc3NC(=O)C(OC)c3ccccc3)CC2)c(C)n1 (stereo not drawn)	-2	-14	7	-1	-4	-0.1	1	2	0.0	4	3
COc1cc(C2C(C(=O)c3ccc(C)o3)=C(O)C(=O)N2CCc2ccccc2)ccc1O (stereo not drawn)	-19	-4	-11	2	-6	3.1	-4	14	0.1	8	12
O=C(c1ccccc1)C1C(=O)c2ccccc2C1=O	-25	2	-9	0	-8	1.7	-6	2	-0.1	0	-31
Cc1cc(C)c2c3c(sc2n1)C(=O)N(c1ccccc1C)CC(=O)N3	-18	-20	10	1	0	0.6	0	12	-0.1	2	15
CCONC(=O)Nc1ccccc1	-11	-12	-12	6	8	-2.0	-13	20	-0.2	-2	9
Cc1ccccc1CNC(=O)C1CCC(=O)N(C2CCCCCC2)C1 (stereo not drawn)	-7	-35	5	6	-6	-0.1	-14	-5	0.4	1	-13
O=C(Nc1cccc(Cl)c1)c1ccccc1	-45	-9	-32	-5	-80	-3.0	-11	-310	-0.1	1	-256
COC(=O)c1ccccc1NC1CC(=O)N(c2c(C)cccc2C)C1=O (stereo not drawn)	-1	-6	10	6	-1	-0.1	-18	12	-0.2	2	5
O=C(/C=C/c1ccc(OCc2cccc(Cl)c2)cc1)N1CCOCC1	-12	-25	21	6	0	0.1	6	-32	3.1	-2	-106
CCn1ncc(C2=NOC(C(=O)Nc3cccnc3)C2)c1C (stereo not drawn)	23	-16	7	-2	1	-2.7	0	12	0.2	3	3
COc1ccc(/C=C/C(=O)Nc2ccc(-n3nncc3-c3ccc(OC)c(OC)c3)cc2)cc1OC	-1	36	25	-21	-1	-1.7	20	0	0.2	0	16
CN1CCc2ccccc2Cc2[nH]c3ccccc3c2CC1	-3	-2	16	5	5	-0.8	37	5	0.0	1	20
O=C(NCc1cccc(C(F)(F)F)c1)c1ccc[nH]1	-15	11	2	-1	-2	-0.4	9	-9	0.1	-5	-10
CC(C)CN(C(=O)COc1ccccc1C(=O)NCc1ccccc1)C1CCS(=O)(=O)C1 (stereo not drawn)	-21	-13	-9	20	/	-0.9	15	9	0.0	/	-3
C=CCNC(=O)Nc1cc(Cl)ccc1OC	18	3	-9	2	-7	0.3	3	6	-0.5	2	2
SMILES	NR2E3 ag-1	CF NFkB block	Shn3 inh set2	KKLEB cytotox	MITF TRPM1 inh	hiPSC survival	TWEAK-Fn14 inh	Peg3 prom inh	aDG glyco act	NR2E3 ag-2	HIF-2a block
COc1cccc(N2CCN(C(=O)c3[nH]c(C)c(C(C)=O)c3C)CC2)c1	-68	-2	18	-2	48	-1.9	27	19	-0.3	4	3
COc1ccc(C(=O)NC(=S)Nc2nc(C)cc(C)n2)cc1Br	-5	6	-61	-2	/	-0.7	-7	-214	-0.1	1	-240
COc1cccc(C(=O)Oc2ccc3c(C)cc(=O)oc3c2C(C)=O)c1	-10	2	3	-6	-4	0.9	19	5	-0.2	1	14
CCOc1ccc(NC(=O)CCc2ccc(C)o2)cc1	-7	-2	-3	2	-30	-0.3	-6	-53	0.3	5	-87
CC(C)c1ccc(CC(=O)N2CCC2(C)C(=O)NS(=O)(=O)c2cccc(C#N)c2)cc1 (stereo not drawn)	-7	9	-8	2	/	0.1	3	-11	-0.1	/	5
CC(=O)Cc1nsc(Nc2ccc3c(c2)OCCO3)n1	-154	-4	-19	-5	-51	-4.3	4	-220	0.3	5	-169
Fc1ccccc1-c1nc(-c2ccccc2)no1	-158	-1	-27	4	1	-2.1	28	-210	-0.2	-1	-157
Cc1cc2c(ncn2C)c(NS(=O)(=O)c2cc(Cl)ccc2Cl)c1C	8	-8	-1	-13	4	3.5	17	13	1.2	2	14
CCS(=O)(=O)N1CCC(C(=O)NCc2ccccc2OC)CC1	-8	-12	-11	6	3	0.6	-10	16	0.0	2	20
CCCNC(=O)C1(C)CCCN(C(=O)c2cc(F)ccc2C)C1 (stereo not drawn)	-10	-23	-21	-7	/	-1.4	9	7	0.0	/	-1
Nc1nc(-c2cccnc2)nn1C(=O)Cc1ccccc1	-3	8	10	-4	13	-1.3	-1	1	-0.1	1	2
CCOC(=O)C1CCN(CC(=O)Nc2ccc(OC)c(S(=O)(=O)N3CCCCC3)c2)CC1	-6	7	-9	0	-4	-0.1	-11	7	0.2	/	7
COc1cc(NC(=O)c2cccs2)c(C(=O)OCC(=O)NCc2ccco2)cc1OC	-22	-10	5	3	2	5.1	-1	9	0.2	2	8
Cc1ccc(CNC(=O)CSc2nc3ccsc3c(=O)n2NC(=O)c2ccccc2)cc1	-21	-3	-32	-11	-3	-1.1	-20	-37	0.1	-2	-32
COc1cccc(C(=O)Nc2nc3c(s2)CN(C)CC3)c1	-78	5	-64	-2	-60	-1.5	15	-132	-0.3	3	-185
O=c1oc(-c2ccc(Br)cc2)nc2ccccc12	-101	6	-57	2	-3	-0.6	29	-188	0.3	-1	-194
CCC1=NN2C(=N)/C(=C\c3ccc(OCCOc4ccc(NC(C)=O)cc4)c(OC)c3)C(=O)N=C2S1	-29	1	-10	8	-4	0.2	-11	11	-0.2	1	13
O=C(N/N=C/c1ccccn1)c1cc(-c2ccccc2Cl)n[nH]1	-12	-20	-8	-3	-48	1.0	-12	-68	0.6	-2	-104
Cc1cc(C(=O)COC(=O)c2ccc(F)cc2F)c(C)n1C1CC1	-8	19	-36	-16	-117	-2.0	48	-374	0.0	0	-98
COc1ccc(NC(=O)c2cc(C3CCCCN3S(=O)(=O)c3ccc(F)cc3F)on2)c(C)c1 (stereo not drawn)	12	0	13	2	/	1.7	14	11	0.0	/	1
CCCCN1C(=O)C(CC(=O)NCCc2ccccn2)CC(C(=O)N(C)C)=C1C (stereo not drawn)	-11	-7	-41	-7	/	5.5	-27	-72	0.3	/	-65
Cc1nn(CCCC(=O)NCc2ccc(Cl)cc2)c(C)c1[N+](=O)[O-]	4	-12	-3	10	7	-0.4	5	19	0.0	1	20
Cc1c(NC(=O)C(C)OC(=O)/C=C/c2ccc(OC(F)F)cc2)c(=O)n(-c2ccccc2)n1C (stereo not drawn)	-7	-1	-20	-15	9	0.9	-1	4	0.2	1	4
CC(=O)c1sc(NCc2ccccc2)nc1C	-12	2	-15	-4	-27	0.3	30	-42	0.1	0	-73
O=C(NCCN1CCOCC1)c1ccc(CS(=O)(=O)c2ccc(Cl)cc2)o1	-3	-14	1	-5	9	-1.1	0	5	0.1	-2	-7
SMILES	NR2E3 ag-1	CF NFkB block	Shn3 inh set2	KKLEB cytotox	MITF TRPM1 inh	hiPSC survival	TWEAK-Fn14 inh	Peg3 prom inh	aDG glyco act	NR2E3 ag-2	HIF-2a block
CC(C)(C)C1(C)OC(=O)C(=Cc2ccc(OCC(=O)Nc3ccccc3)cc2)C(=O)O1 (stereo not drawn)	1	4	-29	-3	-49	-0.4	28	-150	0.0	3	-67
Cn1c(SCC(=O)Nc2ccc3c(c2)n(C)c(=O)n3C)nnc1-c1ccncc1	29	18	-5	0	0	-0.4	23	-1	0.0	0	0
CC(=O)c1ccc(Nc2nc(C(N)CCc3ccccc3)cs2)cc1 (stereo not drawn)	-3	-6	18	-18	/	-0.6	-8	17	1.4	/	9
CCN(CC)S(=O)(=O)c1ccc(N2CCN(CCO)CC2)nc1	-17	16	-24	0	3	0.1	2	-4	0.0	0	5
COc1cc(C(=O)c2ccc3c(c2)OCO3)cc(OC)c1OC	-50	29	30	-6	19	-1.2	23	10	0.0	/	12
CCOc1ccc(NC(=O)C2CCCCN2S(=O)(=O)c2ccccc2)cc1 (stereo not drawn)	-7	-17	2	19	-1	-0.2	-12	2	0.6	3	25
CC(C)c1ccc(N(C)C(=O)Cc2c(C(=O)O)n(C)c3ccccc23)cc1	9	2	-25	2	-7	-0.6	2	28	-0.1	1	7
COCCn1cnnc1SCC(=O)Nc1ccc(Br)cc1F	2	-24	-10	2	-2	-0.1	8	2	-0.2	-4	10
CCCCNc1ccc(C(=O)Nc2cccc(C)n2)cc1[N+](=O)[O-]	0	-15	4	2	-84	-0.8	0	-132	-0.2	8	-239
c1ccc(-n2ncc3c(N4CCN(CCOc5cccc6ccccc56)CC4)ncnc32)cc1	-5	11	40	-1	8	-4.2	46	30	0.7	0	5
O=C(OCc1nnc(-c2ccccc2)o1)C1CC(=O)N(Cc2ccco2)C1 (stereo not drawn)	-7	21	-18	3	-2	0.0	-16	-25	0.1	2	-32
CSc1ccc(CNCC(O)c2ccccc2)cc1 (stereo not drawn)	-22	13	5	-6	-21	0.0	1	1	0.0	-3	4
c1ccc(-c2cc(N3CCCCC3)ncn2)cc1	-77	0	-34	-9	-82	-2.1	-13	-190	0.1	2	-214
CCOc1ccc(CNS(=O)(=O)c2cc(-c3cc(C)no3)ccc2OC)cc1OC	8	-16	-2	28	-2	1.3	-14	4	-0.1	7	3

Compound activity as filed in PubChem.
